Screening data (PubChem)
rTrxR1 inhibitor – qHTS Assay for Inhibitors of Mammalian Selenoprotein Thioredoxin Reductase 1 (TrxR1): qHTS | recombinant rTrxR1, NADPH fluorescence consumption, selenite substrate | actives 1% (n = 390,000) | Thioredoxin reductase 1, cytoplasmic (Rattus norvegicus), O89049 | Potency, µM (top dose mostly 114 µM), for inactives: at the top dose activity change, negative = inhibition, usual class: inhibitors | AID 588453, 2011; further: on the % scale 0 is the no-effect control and ±100 the full control effect; nearly all actives have a fitted effect of over 65% in size
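Rat TrxR1 (90 nM in the dispensed reagent) was pre-reduced with 400 uM NADPH for 5 min at room temperature, then incubated with compound for 15 min. After 400 uM selenite was added, NADPH fluorescence (Ex 340/Em 450 nm) was followed for 8 min.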
PGK inhibitor – qHTS Assay to Find Inhibitors of Phosphoglycerate Kinase | Phosphoglycerate kinase, glycosomal (Trypanosoma brucei brucei), P07378 | PGK/GAPDH coupled, Kinase-Glo luminescence, 60 min | Potency, µM (highest dose often 57.5 µM), for inactives: at the highest dose activity change, negative = inhibition, usual class: inhibitors | actives 0.043% (n = 380,000) | AID 602233, 2012; further: on the % scale 0 is the no-effect control and ±100 the full control effect; nearly all actives have a fitted effect of over 60% in size
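Luminescent ATP detection (Kinase-Glo Plus) follows a 60-minute room-temperature incubation, with wells lacking PGK as controls. Buffer: 100 mM TEA (pH 7.6), 5 mM MgCl2, 0.01% Tween-20. Coupling enzyme GAPDH (100 nM final) supplies unstable 1,3-BPG in-well.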
ERG-DNA inh – qHTS for Small Molecule Inhibitors of the ERG Ets/DNA interaction | Transcriptional regulator ERG (Homo sapiens), P11308 | fluorescence polarization, His-ERG Ets domain / labelled DNA | Potency, µM (series often up to 76.9 µM), without a hit: at the top dose FP activity, negative = inhibition, usual class: inhibitors | actives 0.028% (n = 370,000) | AID 624246, 2012; active means well fitted inhibition curve with a large enough effect in the polarisation, with a control signal flat; inconclusive means small, poorly fitted or top-dose-only effect, or effect the other way, or a change in a side signal; inactive means no such curve, though single readings can be large or run the other way; the % refers to the polarisation;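 further: polarization taken with two DNA probes labelled with fluorescein and Texas red; % of control where 0% means no effect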
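His-tagged ERG Ets domain (1 uM in the protein solution; 300mM KCl, 50mM Tris-HCl, 1mM EDTA, 1mM DTT, pH 7.5) received compound, then a probe mix of 5 nM fluorescein-DNA and 100nM Texas-615-DNA. Fluorescence polarization was read for both dyes.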
RGS4 inhibitor – Inhibitors of Regulator of G Protein Signaling (RGS) 4: qHTS. Transcreener GDP fluorescence polarization, RGS4-accelerated GTP hydrolysis. Potency, µM (series often up to 114 µM), for inactives: at the top dose activity change, negative = inhibition, most hits filed as inhibitors. actives 0.039% (n = 390,000); further: on the % scale 0 is the no-effect control and ±100 the full control effect; nearly all actives have a fitted effect of over 75% in size; some results filed as inactive show a strong effect at the top dose
Target sequence (P49798 whole entry, looked up): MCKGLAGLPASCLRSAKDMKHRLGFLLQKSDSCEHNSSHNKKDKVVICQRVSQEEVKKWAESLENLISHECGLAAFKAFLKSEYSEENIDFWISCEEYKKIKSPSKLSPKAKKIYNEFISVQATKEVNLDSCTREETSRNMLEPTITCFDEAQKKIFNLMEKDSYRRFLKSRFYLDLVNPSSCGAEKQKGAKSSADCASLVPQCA
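MLSMR compounds (23 nl, pin-transferred) preincubated 10 min at room temperature with a 500nM (2x) first reagent, then RGS4 at 900nM (2x) plus Transcreener GDP mix added; fluorescence polarization (620/688 nm) read before and after 90 min at 30 °C.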
12-LOX inh – Primary qHTS assay for inhibitors of human arachidonate 12S-lipoxygenase (ALOX12): Round 2 | Polyunsaturated fatty acid lipoxygenase ALOX12 (Homo sapiens), P18054 | Potency, µM (titrated, usually from 108 µM), inactives show top-dose activity change, negative = inhibition, actives largely listed as inhibitors | actives 1.1% (n = 580,000) | AID 1671190, 2021 | purified 12hLO, xylenol orange hydroperoxide absorbance; further: on the % scale 0 is the no-effect control and ±100 the full control effect
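Purified human 12hLO (150 nM final) in 25 mM Hepes, 0.01% Triton X-100, pH 7.0 was preincubated 15 min at room temperature with compound. Then 40 uM arachidonic acid was added, 30 min. Hydroperoxide was read by Fe-XO absorbance ratio 573/405 nm.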
Pin1 inh – qHTS Assay to Find Inhibitors of Pin1; Peptidyl-prolyl cis-trans isomerase NIMA-interacting 1 (Homo sapiens), Q13526; Pin1 FP peptide displacement, HiFluor488, 10 min; Potency, µM (series often up to 115 µM), inactives show at the highest dose activity, negative = inhibition, hits mostly inhibitors; actives 0.009% (n = 390,000); AID 504891, 2011; active means well fitted inhibition curve with a large enough effect in the polarisation, with a control signal flat, not every such curve was filed as active; inconclusive means small, poorly fitted or top-dose-only effect, or effect the other way, or a change in a side signal; inactive means no such curve, though single readings can be large or run the other way; the % refers to the polarisation; further: on the % scale 0 is the no-effect control and ±100 the full control effect
GLS inh – qHTS for Inhibitors of Glutaminase (GLS) | Glutaminase kidney isoform, mitochondrial (Homo sapiens), O94925 | GLS enzymatic activity, qHTS titration | Potency, µM (titrated, usually from 45.5 µM), without a hit: at the top dose activity change, negative = inhibition, usual class: inhibitors | actives 0.21% (n = 410,000) | AID 624170, 2012; further: on the % scale 0 is the no-effect control and ±100 the full control effect
Target sequence (O94925 whole entry, looked up, canonical isoform): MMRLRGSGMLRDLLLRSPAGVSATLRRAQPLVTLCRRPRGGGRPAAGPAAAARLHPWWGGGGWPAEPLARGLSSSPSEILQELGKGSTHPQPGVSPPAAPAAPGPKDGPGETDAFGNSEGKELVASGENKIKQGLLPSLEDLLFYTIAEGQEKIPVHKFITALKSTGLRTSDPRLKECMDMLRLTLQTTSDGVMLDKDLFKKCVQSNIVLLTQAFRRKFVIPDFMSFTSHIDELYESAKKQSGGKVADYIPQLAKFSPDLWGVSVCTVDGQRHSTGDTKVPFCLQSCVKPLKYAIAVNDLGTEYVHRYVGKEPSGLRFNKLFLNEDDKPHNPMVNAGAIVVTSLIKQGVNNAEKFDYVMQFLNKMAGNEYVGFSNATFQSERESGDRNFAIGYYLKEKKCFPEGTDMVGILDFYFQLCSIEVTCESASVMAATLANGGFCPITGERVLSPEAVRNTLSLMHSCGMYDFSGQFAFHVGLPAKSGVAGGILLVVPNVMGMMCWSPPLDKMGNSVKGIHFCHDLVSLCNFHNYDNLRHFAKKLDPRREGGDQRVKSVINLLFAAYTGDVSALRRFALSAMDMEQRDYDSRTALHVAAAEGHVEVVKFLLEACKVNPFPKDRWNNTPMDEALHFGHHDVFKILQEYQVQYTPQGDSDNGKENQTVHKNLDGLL
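Assay buffer: 45 mM KH2PO4 pH 8.2, 0.02% Tween-20. hKGA acts on L-glutamine (1 mM solution added); product glutamate is reported by an oxidase/peroxidase Amplex Red coupling, with fluorescence taken at baseline and 30 min.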
JMJD2A Tudor – qHTS Assay for Inhibitors of JMJD2A-Tudor Domain. Lysine-specific demethylase 4A (Homo sapiens), O75164. AlphaScreen JMJD2A-Tudor / H3K4me3 peptide binding. Potency, µM (doses to about 114 µM), without a hit: at the top dose activity change, negative = inhibition, actives largely listed as inhibitors. actives 4.4% (n = 390,000). AID 504339, 2011; further: on the % scale 0 is the no-effect control and ±100 the full control effect; nearly all actives have a fitted effect of over 50% in size
HP1b chromo inh – HTS for Inhibitors of HP1-beta Chromodomain Interactions with Methylated Histone Tails; Chromobox protein homolog 1 (Homo sapiens), P83916; AlphaScreen HP1-beta / biotin-H3K9me3 peptide binding; Potency, µM (doses to about 114 µM), for inactives: at the top dose activity change, negative = inhibition, actives largely listed as inhibitors; actives 0.56% (n = 390,000); further: nearly all actives have a fitted effect of over 70% in size; inactives centre near 23
Target sequence (P83916 whole entry, looked up): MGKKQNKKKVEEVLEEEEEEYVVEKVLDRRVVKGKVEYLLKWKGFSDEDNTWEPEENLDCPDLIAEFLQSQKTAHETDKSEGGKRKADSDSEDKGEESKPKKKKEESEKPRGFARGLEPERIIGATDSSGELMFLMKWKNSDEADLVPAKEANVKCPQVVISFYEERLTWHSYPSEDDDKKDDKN
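HP1-beta protein (50 nM final) preincubated 30 min at room temperature with biotinylated H3(1-18)K9me3 peptide (50 nM) in PBS pH 7.4, 0.01% Tween-20, then compound added for 30 min. AlphaScreen streptavidin donor/nickel chelate acceptor beads (10 ug/mL final), 30 min dark, luminescence read.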
* hit, by the source's call; i = inactive; ? = inconclusive; . = not tested or not shown; & = joins results of further samples; [ ] = another dose, or the depositor's remark. Unless noted, the call rests on the fitted dose curve; in most records, active means well fitted curve in the direction sought with a large enough effect; inconclusive means small, poorly fitted or top-dose-only effect, or another doubt; inactive means no such curve, though single readings can be large; an effect the other way counts as inactive or inconclusive. Potency means the concentration at half of the fitted maximal effect. This is a subset; count on the stated rates, not on these rows.

SMILES | rTrxR1 inhibitor | PGK inhibitor | ERG-DNA inh | RGS4 inhibitor | 12-LOX inh | Pin1 inh | GLS inh | JMJD2A Tudor | HP1b chromo inh
CCOc1ccc(N2C(=O)CC(N(C)Cc3ccccc3)C2=O)cc1 (configuration not stated) | -17% | -12% | -3% | -11% | 20% | 0% | 6% | -11% | 26%
O=C(O)CCC(=O)Nc1ccc(S(=O)(=O)c2ccc(NC(=O)CCC(=O)O)cc2)cc1 | 38%[11.4 µM] | -1% | 11% | 33% | 45%[activator] | 3% | 11% | -14% | 28%
COc1ccc(Cl)cc1NC(=O)Nc1ccc(C(=O)N2CCOCC2)cc1 | -9% | 2% | -3% | 0% | 0% | -7% | 12% | -17% | 17%
O=c1c2sc3ccccc3c2n(Cc2cccc(C(F)(F)F)c2)c(=O)n1Cc1ccco1 | -25% | -14% | 0% | -14% | ? | 2% | -2% | -23% | 12%
CCOc1ccc(OCC(=O)OCc2cc(=O)n3cc(Br)ccc3n2)cc1 | -1% | -4% | -14% | -18% | 185%[activator] | -6% | -1% | -30% | 29%
Cc1cccc(OCC(=O)NCc2ccccc2)c1 | 10%[57.1 µM] | 6% | ? | -4% | 228%[activator] | 1% | 6% | -1% | 21%
COc1ccc(OCC(O)CN(CC(O)COc2ccc(OC)cc2)c2cccc(O)c2)cc1 (configuration not stated) | 24%[57.1 µM] | -14% | -10% | -8%[56.9 µM] | 0% | 2% | -1% | ? | -16%
Cc1c(NS(=O)(=O)c2ccc(NCC3CCCO3)c([N+](=O)[O-])c2)c(=O)n(-c2ccccc2)n1C (configuration not stated) | 17% | i | ? | 6% | -2% | -1% | -2% | -7% | 12%[57 µM]
CCn1c(N)c(C(=O)Nc2ccccc2C(=O)OC)sc1=S | 15%[57.1 µM] | -5% | 7% | -33%[11.4 µM] | ? | 4% | 9% | -16%[11.4 µM] | ?
O=C1c2nccnc2C(=O)N1c1ccc(C(F)(F)F)cc1 | 19%[57.1 µM] | -5% | 1% | -5% | -29% | -3% | 17% | -14% | 25%
COc1ccccc1N1CCN(S(=O)(=O)c2cn(C)nc2C)CC1 | 10% | 7% | -7% | 6% | 22% | 1% | -1% | -12% | 30%
CC1(C)Cc2c(cnn2-c2ccccc2)-c2c1c1ccccc1n2CC(O)CCl (configuration not stated) | 34%[activator] | -3% | 7% | 23% | 0% | 7% | 3% | ? | -24%
Cc1ccc(N2C(=O)C3C(C2=O)N2C(c4cccs4)C4C(=O)N(c5ccc(C)cc5)C(=O)C4N2C3c2cccs2)cc1 (configuration not stated) | -4% | -5% | 20% | -22% | -6% | ? | -23% | -16% | 29%
CC(=O)Oc1ccc(C(=O)COC(=O)CNC(=O)COc2ccccc2C)cc1 | 3% | . | . | -1% | . | -2% | . | -5%[57.1 µM] | 10%[57 µM]
C[C@H](NC(=O)[C@@H]1Cc2ccccc2CN1)C(=O)Nc1ccc2c(c1)OCCO2 | 2% | 6% | -5% | 6% | 0% | -2% | -4% | -16% | 21%
CC(O)[C@H]1CNC(=O)C(=O)N1CC1CCCCC1 (some centres not stated) | -7%[57.1 µM] | -12% | -2% | 30% | ? | -11% | -5% | -10% | 42%[activator]
CCOC(=O)C1=C(OCc2ccc(Cl)cc2)C2C=C(C)C=CC2N=C1 (configuration not stated) | 20% | -1% | 8% | -11% | ? | 9% | -2% | -8% | 43%
CCOC(=O)c1ccc(NC(=O)Nc2ccc3snnc3c2)cc1 | 12% | 6% | -2% | 9% | -15% | 0% | -9% | -3% | 28%
O=C(CNC(=O)c1ccc(F)cc1)NCc1ccccn1 | 37%[activator] | i | -11% | -17% | -5% | -4% | -10% | 2% | 49%[activator]
CN(c1ccc(C(=O)Nc2ccc3c(c2)OCO3)cc1)S(C)(=O)=O | -33% | -13% | -12% | -22% | 0% | 1% | -8% | -6% | 37%
O=C(CN(CC1CCCO1)C(=O)CCC(=O)Nc1nccs1)NCc1ccc2c(c1)OCO2 (configuration not stated) | 2% | i | -9% | 15% | -5% | 1% | 4% | -10% | 26%
N#CC1(c2ccccc2)CCC(=NO)CC1 (configuration not stated) | 27%[57.1 µM] | -4% | 3% | -31% | -1% | -1% | 0% | -18% | 41%[activator]
CC(=O)C[C@H]1c2ccccc2S(=O)(=O)N1C1CCCCC1 | 7%[57.1 µM] | i | -8% | 4% | -8% | -6% | 4% | -1% | 51%[activator]
COc1ccc(S(=O)(=O)N2CCC(C(=O)Nc3ccccc3)CC2)cc1OC | 8% | -2% | 3% | 4% | -28% | -1% | 2% | -9% | 20%
O=[N+]([O-])c1cc(Br)cc(C=Nc2ccc3c(c2)OCO3)c1O | 45µM* | -11% | -15% | ? | 35µM* | -8% | 5% | ? | -13%
The results go on.
SMILES | rTrxR1 inhibitor | PGK inhibitor | ERG-DNA inh | RGS4 inhibitor | 12-LOX inh | Pin1 inh | GLS inh | JMJD2A Tudor | HP1b chromo inh
O=C(CC(c1cccs1)N1Cc2ccccc2C1=O)Nc1ccccc1F (configuration not stated) | 0% | -10% | -1% | 20% | -10% | 2% | 3% | -12% | 4%
O=C(CSc1nc2scc(-c3ccco3)c2c(=O)n1-c1ccccc1)NCC1CCCO1 (configuration not stated) | 45µM* | -3% | -3% | ? | -24% | ? | . | ? | 3%
COc1cccc(C(=O)Nc2ccccc2)c1 | 9% | -14% | 1% | -10%[56.9 µM] | 10% | 1% | -1% | 1%[57.1 µM] | 53%[activator]
CN(C(=O)Cn1nc(C(=O)O)c2ccccc2c1=O)c1ccccc1 | -7% | -5% | 8% | 16% | 3%&-46% | 1% | -1% | -10% | 26%
COc1cc(CNCCNC(=O)c2nonc2N)ccc1OCc1ccc(Cl)cc1 | 8%[57.1 µM] | i | -4% | ? | ? | 0% | 4% | -35% | 0%
Cc1nc2nc(SCC(=O)NCCCN3CCCC(C)C3)nn2c(C)c1Cc1ccccc1Cl (configuration not stated) | 30%[57.1 µM] | i | 6% | -12%[56.9 µM] | -11% | 7% | -7% | -14% | 47%[activator]
O=C(Nc1ccc(S(=O)(=O)N2CCCCCC2)cc1)c1c(F)cccc1F | 16% | -4% | -13% | 8% | 404%[activator] | 0% | 0% | -17% | 18%
O=C(NC(=S)NCCc1ccccn1)c1ccccc1 | 5%[57.1 µM] | -7% | 2% | -6% | ? | -14% | -4% | -10% | 35%
O=C1C=C(c2ccc(F)cc2OCc2ccccc2)C[C@@H](c2ccc(F)cc2)C1 | 43% | i | 13% | -4% | -4% | 10% | -6% | 2% | 91%[activator]
CCOC(=O)c1c(N)sc(C(=O)N(C)C)c1C | 1%[57.1 µM] | 0% | -2% | -19% | -1% | -6% | 3% | 5% | 5%
CCN(CC(=O)Nc1ccccc1C(F)(F)F)C(=O)c1oc2c(Cl)cccc2c1C | 5% | 2% | . | 6% | -16% | 4% | 5% | 0% | 32%
COc1ccc(OC)c(NC(=O)c2cccc(C)c2[N+](=O)[O-])c1 | 5% | -7% | 31%[activator] | -21% | -9% | 6% | -1% | -18% | 32%[activator]
CCOC(=O)c1c(C)oc2nc(C)nc(NCCc3ccc(OC)c(OC)c3)c12 | 12% | i | -3% | -21% | -3% | 5% | 2% | -17% | 18%
CCc1nnc(NC(=O)CSc2nnc(Cc3ccccc3)n2Cc2ccccc2)s1 | -9% | 18% | 6% | -8% | 29% | -2% | 21% | -12% | 44%[activator]
Fc1ccc(-c2ccc3c(c2)C2CC3CCN2Cc2ccc3c(c2)OCO3)cc1 (configuration not stated) | 7% | -2% | 2% | 5% | -11% | 1% | -1% | -32% | -14%
CSc1cccc(NC(=O)CN(C)S(=O)(=O)c2ccc3c(c2)n(C)c(=O)c(=O)n3C)c1 | -3% | -2% | 0% | -9% | 4% | -4% | 4% | -15% | 34%[activator]
O=C(c1cccc(S(=O)(=O)N2CCCCC2)c1)N(CCc1ccccc1)Cc1ccccc1 | 10% | i | -14% | -5% | -15% | 12% | -13% | -3% | 46%[activator]
N=C1C(c2ccccc2)=C(O)CN1c1cccc(S(=O)(=O)Nc2cccc(C(F)(F)F)c2)c1 | 12% | 2% | 15% | 0% | -10% | -10% | 4% | -25% | 14%
Nc1ncnc2nc(SCC(=O)N3CCN(c4ccccc4)CC3)[nH]c12 | 16% | 0% | 2% | -2% | 20% | -1% | 35%[activator] | -19% | 22%
